Bioassay records as filed in PubChem.
mcGAS inh – inhibitors of mouse cGAS; recombinant cGAS, Kinase-Glo ATP depletion luminescence; Q8C6L5; hit rate 0.15% among 160,000; inhibition, % at 12.5 µM;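 also: 0% = negative control wells and 100% = reference inhibitor with no enzyme activity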
NPYLR7 ag – mosquito NPYLR7 agonism | HEK293T NPYLR7/Galpha15, GCaMP6s calcium fluorescence | activation, % at 10 µM | hit rate 0.15% among 270,000 | AID 1259423; in the data active = activation above about 40%;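 also: 0% = vehicle and 100% = reference agonist at the receptor; some compounds past the cut are filed as inactive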
hcGAS inh – inhibitors of human cGAS; Q8N884; recombinant h-cGAS, ATP depletion, Kinase-Glo luminescence; inhibition, % at 12.5 µM; hit rate 0.081% among 290,000; AID 1259398;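 also: 0% = vehicle reaction and 100% = reaction without DNA for no activity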
Target sequence (Q8N884 whole entry, looked up): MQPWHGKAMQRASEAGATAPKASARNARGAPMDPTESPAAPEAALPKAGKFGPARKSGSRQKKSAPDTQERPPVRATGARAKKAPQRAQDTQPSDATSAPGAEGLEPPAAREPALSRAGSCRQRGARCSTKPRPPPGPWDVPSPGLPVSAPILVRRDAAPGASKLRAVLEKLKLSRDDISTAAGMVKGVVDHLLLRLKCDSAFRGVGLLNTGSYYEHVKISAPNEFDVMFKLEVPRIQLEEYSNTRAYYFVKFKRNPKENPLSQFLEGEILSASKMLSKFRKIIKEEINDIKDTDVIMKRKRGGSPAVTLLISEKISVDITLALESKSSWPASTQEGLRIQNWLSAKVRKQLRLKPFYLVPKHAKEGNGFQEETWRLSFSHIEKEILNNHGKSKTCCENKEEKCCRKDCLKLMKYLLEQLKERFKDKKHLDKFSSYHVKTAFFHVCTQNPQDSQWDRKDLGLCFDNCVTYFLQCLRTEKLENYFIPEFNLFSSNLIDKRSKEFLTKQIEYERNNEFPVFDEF
* marks the source's active call; other numbers are inactive results; · = no result given; & = joins results of further samples. Rule as the data show it, unless noted: active = inhibition above about 40%; inactive = the rest.

structure	mcGAS inh	NPYLR7 ag	hcGAS inh
Clc1ccccc1-c1cc(C2(CNCCOc3ccccc3)CC2)ccn1	-2	-12	-1
O=C(CSc1nc2[nH]ncc2c(=O)[nH]1)Nc1ccc(Br)cc1	-1	-13	0
Cc1sc(NC(=O)Cn2nc([N+](=O)[O-])cc2C)c(C(N)=O)c1C	·	2	-4
c1ccc(Cn2cc(CNC3CSCCSC3)cn2)cc1	-12	18	-7
CC(C)NC(=O)c1nnc2n1CCN(Cc1ccc(OC(F)(F)F)cc1)C2	·	8	-6
Cc1ccc(OCc2cc(C)on2)c([N+](=O)[O-])n1	·	-1	-5
CCOC(=O)c1c(C#N)c(N)n(NC(=O)OC(C)(C)C)c1C	·	-4	4
O=C(NCCCN1CCCCCC1)c1cnn(-c2ccccc2)n1	·	-3	2
COc1ccc(S(=O)(=O)c2c(C)cc(C)n(CC(=O)NCc3ccccc3)c2=O)cc1	-9	-1	-8
COc1ccc2[nH]c(-c3ccccc3)nc(=S)c2c1	·	11	0
Cc1c(-c2ccccc2)sc(NC(=O)CSc2nccn2C(C)C)c1C(=O)N1CCOCC1	·	-15	3
O=C(Nc1ccc(N2CCN(C(=O)c3ccc(OC(F)F)cc3)CC2)nc1)c1ccccc1F	-8	-1	-8
CC(=O)Nc1ccc(S(=O)(=O)Nc2nc(C)cc(-n3nc(C)cc3C)n2)cc1	-4	0	-4
O=c1cc(O)c2sc3nc(C(F)(F)F)cc(C4CC4)c3c2[nH]1	·	0	5
CCc1cccc(CC)c1NC(=O)c1c(C)noc1CC	·	8&4	-8&-13
CCOC(=O)c1cnc(-c2cccc(C(F)(F)F)c2)nc1N(C)Cc1cc(OC)c(OC)c(OC)c1	-5	3	-3
CC1(C(=O)NS(C)(=O)=O)CCN1C(=O)C/C=C/c1ccccc1 (stereo not given)	·	2	-6
C=CCOC(CN1CCN(C(=O)c2oc3ccccc3c2C)CC1)c1cccc(N2CCCC2)c1 (stereo not given)	-7	7	-11
CN1CC2(CCCN(Cc3ccc(S(C)(=O)=O)cc3)CC2)OC1=O (stereo not given)	-10	6	-5
CCCCCC(=O)N1CCN(C(=O)CCCSc2nnc(-c3ccc(C)cc3)n2-c2cccc(Cl)c2)CC1C (stereo not given)	-4	0	-4
O=S1(=O)N=C(C2CCNCC2)Nc2ccccc21	·	11	-3
Cc1cccc(C)c1N1CCN(C(=O)CN2CC3=C(C2=O)C(c2ccc(F)cc2)NC(=O)N3C)CC1 (stereo not given)	-3	1	-6
O=C1CN(C(=O)CCn2cnc3ccc(Br)cc3c2=O)CCN1	·	-1	-5
Cc1cc(CS(=O)(=O)NC(C)c2ccc(OC(F)F)cc2)on1 (stereo not given)	·	6	-2
Cc1ccc(NC(=O)C2CC(=O)N(C)C(=Nc3cccc(F)c3)S2)cc1Cl (stereo not given)	·	-1	-3
Cn1cnnc1SCC(=O)Nc1ccc(Cl)cc1F	-4	-5	-5
CCOC(=O)c1ccc2c(c1)nc(SCc1ccccc1C#N)n2CCc1ccc(OC)cc1	-5	-5	-4
CC(=O)Oc1cccc2c1C(=O)c1c(OC(C)=O)cc(C(=O)O)cc1C2=O	12	-3	57*
Cc1c2ccsc2cc[n+]1C	-5	3	0
COc1ccccc1C1=NOC(CN(Cc2ccccc2Cl)C(=O)c2cccc(F)c2)C1 (stereo not given)	-10	20	-9
CCCCN(CC(=O)N(CCc1c[nH]c2ccccc12)Cc1ccccc1)C(=O)c1cc(Cl)cc(Cl)c1	-4	15	-1
Cc1cc(C)cc(C(=O)NCCc2cc3ccc(C)c(C)c3[nH]c2=O)c1	·	9	0
OCCC#Cc1ccc(CN2CCCC(Nc3ccccc3)C2)cc1 (stereo not given)	-5	4&-4	-5&-6
CN1CCN(c2onc(-c3ccc(F)cc3)c2CN(Cc2ccccc2)C(=O)c2cccs2)CC1	-7	10	-4
Cc1ccc(S(=O)(=O)N(C)C)cc1NC(=O)c1ccco1	·	3	-11
COC(=O)c1ccc(CN2CCc3c(cnn3-c3ccc(C#N)cc3)C2)o1	·	0	-9
COc1ccc(C(N)=O)c(OC(C)C(=O)NCCC2=CCCCC2)c1 (stereo not given)	·	-4	1
COc1ccc2oc(CNC(=O)c3cnn4c3CCCC4)nc2c1	·	9	-1
O=C(Nc1ccc(OC(F)(F)F)cc1)Nc1cccc2[nH]c([C@H]3C[C@H](O)[C@@H](CO)O3)nc12	-4	13	-5
Cn1cc(C(=O)NCCC2=CCCCC2)c2[nH]c(=O)n(-c3ccc(Cl)cc3)c(=O)c21	·	5	-3
CCc1nc2c(OCc3ccc(S(C)(=O)=O)cc3)cccn2c1N(C)C(=O)C1CC1	-4	2	-1
C#CCN(Cc1ccco1)C(=O)c1ccccc1N1CCOCC1	·	-3	-2
COC(=O)C1=C(C)NC(=O)NC1c1cc(Cl)c(O)c(OC)c1 (stereo not given)	·	5	1
COCc1cc(C)nc(OCC(=O)N/N=C\c2cccc(OCc3ccc(Cl)cc3Cl)c2)c1C#N	-4	3	-2
COc1ccc(-n2ncc(C(C)NS(=O)(=O)c3c(C)nn(C)c3C)c2C)cc1 (stereo not given)	-8	2	-4
CCN(Cc1ccccc1)C(=O)c1c2c(nc3ccccc13)CCC2	·	0	-12
Cc1ccc2c(c1)c(C1CCN(C(=O)c3cc(C(C)(C)C)nn3Cc3ccccc3)CC1)cn2C	1	-3	3
COCCn1c(=O)c2c(nc3n2CCCN3c2cccc(OC)c2)n(C)c1=O	·	-9	-6
CCOC(=O)C1(CCOc2ccccc2)CCN(CC2=Cc3cccc(OC)c3OC2)CC1	-10	8	-6
CCc1nnc(CNC(=O)c2cc(C(C)C)nn2C)s1	·	4	-2

Three structures out of the list, sorted by molecular weight, lowest first.
structure	mcGAS inh	NPYLR7 ag	hcGAS inh
COC(=O)C1=C(C)NC(=O)NC1c1cc(Cl)c(O)c(OC)c1 (stereo not given)	·	5	1
COc1ccc(-n2ncc(C(C)NS(=O)(=O)c3c(C)nn(C)c3C)c2C)cc1 (stereo not given)	-8	2	-4
CCc1nc2c(OCc3ccc(S(C)(=O)=O)cc3)cccn2c1N(C)C(=O)C1CC1	-4	2	-1

The listing continues.
structure	mcGAS inh	NPYLR7 ag	hcGAS inh
CC(c1ccccc1)N1C(=O)NC(NC(=O)c2ccncc2)(C(F)(F)F)C1=O (stereo not given)	·	20	-6
CCOC(=O)C1CCN(Cc2nc3scc(-c4ccccc4F)c3c(=O)[nH]2)CC1	-3	0	-2
CC(C)Oc1ccccc1/C=N\n1nnnc1N	-6	-3	-1
Nc1nonc1-c1noc(NCC2CCCO2)n1 (stereo not given)	·	3	-2
CN(C)C(CNCc1ncc[nH]1)c1ccc(Cl)cc1 (stereo not given)	·	-1	-2
CCCc1nc(N2CCN(C(=O)CCC(=O)OCC)CC2)c2c(-c3ccc4ccccc4c3)noc2n1	-5	15	-3
Cn1c(NNC(=O)C23CC4CC(CC(C4)C2)C3)cc(=O)n(C)c1=O	-7	·	-12
[O-][n+]1onc2cc(Cl)ccc21	-5	2	-3
COCCn1c(N2CCN(CCO)CC2)nc2c1c(=O)[nH]c(=O)n2C	·	11	-2
COc1ccc(CNC(=O)CCC2CCCN(Cc3cc(C)c(C)o3)C2)c(OC)c1 (stereo not given)	·	13	-8
Cc1cc(C)cc(Oc2cc(C(C)C)nc(SCc3ccc(F)cc3F)n2)c1	0	-7	-1
CCOc1ccc(-c2cc(C(=O)O)c3[nH]c(C)nc3n2)cc1OC	-9	-1	-10
O=C(c1cc2ccccc2[nH]1)N1CCC(CO)(CCCc2ccccc2)CC1	·	9	-4
Cc1ccc(CNC(=O)c2cc(S(N)(=O)=O)c(C)o2)s1	·	8	-10
O=C(NNC(=O)c1ccccn1)c1ccc(C2SCCCS2)cc1	·	0	-6
CC(=O)N(CC1=CCCN(C(C)C(N)=O)C1)C1CCCCC1 (stereo not given)	-11	10	-8
Cc1ccc[n+](-c2nc3ccccc3nc2NS(=O)(=O)c2ccccc2)c1	·	7	-9
COc1ccc(F)c(CN2CCCC3(CCN(C(=O)c4cc5ccccc5[nH]4)C3)C2)c1 (stereo not given)	-14	12	-5
CC(NC(=O)CNc1cccc(C(=O)N2CCCC2)c1)C12CC3CC(CC(C3)C1)C2 (stereo not given)	0	-1	2
O=C(NC(=O)C1CCNCC1)c1cc2c(s1)CSC2	-3	3	-3

Whole records as entered above. Order of values: mcGAS inh, NPYLR7 ag, hcGAS inh
`O=C(NNC(=O)c1ccccn1)c1ccc(C2SCCCS2)cc1` in the list: ·, 0, -6
`Cc1cc(C)cc(Oc2cc(C(C)C)nc(SCc3ccc(F)cc3F)n2)c1` in the list: 0, -7, -1
`O=C(NC(=O)C1CCNCC1)c1cc2c(s1)CSC2` in the list: -3, 3, -3
`Cc1ccc(CNC(=O)c2cc(S(N)(=O)=O)c(C)o2)s1` in the list: ·, 8, -10

Carrying on.
structure	mcGAS inh	NPYLR7 ag	hcGAS inh
NC(=O)CC1C(=O)NCCN1Cc1ccccc1C(F)(F)F (stereo not given)	·	6	-3
Cc1nn(-c2ccccc2)c(C)c1CN1CCC2(CC1)Nc1ccccc1C(=O)N2c1cccnc1	·	0	-7
CC(=O)N1CCCn2nc(C(=O)NC(C)(C)CNc3cccc(Cl)c3)cc2C1	·	-1	-2
Cc1ccc(-n2nc(-c3ccccc3)cc2C(=O)N2CCN(c3ccccc3Cl)CC2)c(C)c1	-6	16	-4
Cc1cc2nc(-c3ccccc3)c(N3CCN(C(=O)c4ccccc4C(F)(F)F)CC3)nc2cc1C	-4	·	-4
O=C(NCC1CCCCC1)c1csc([C@@H]2O[C@H](CO)[C@H](O)[C@H](O)[C@H]2O)n1	-7	2	-8
CCN(C(=O)CNC(=O)NCc1ccco1)c1nc(C)cs1	·	0	-4
COc1cc(OC)cc(C(=O)NCC2CCCN(C(=O)C3=C(C)OCCO3)C2)c1 (stereo not given)	·	-4	1&-8
COCCCNC(=O)c1ccc(C(F)(F)F)nc1	-12	2	1
COc1ccc(NC2CCCN(C(=O)COc3ccc(Cl)cc3C)C2)cc1OC (stereo not given)	·	2	-6
CCOc1ccc(-n2c(CNC(=O)c3ccco3)nnc2SCC(=O)Nc2ccc(F)cc2)cc1	-4	-7	-9
CC(=O)NC1=NN(C(C)=O)C2(S1)C(=O)N(C(C)=O)c1ccc(Cl)cc12 (stereo not given)	·	8	-4
O=C(CNC(=O)Nc1cc(F)ccc1N1CCCCC1)NC1CC1	·	12	-6
CCNC(=O)C1(C)CCCN(Cc2ccc(Oc3ccccc3)cc2)C1 (stereo not given)	·	3	-16
O=c1c2nc(N3CCOCC3)sc2c(-c2ccco2)nn1Cc1cccc(F)c1	-8	-1	-7
O=c1c2c(nc3c(-c4cccc(Br)c4)c[nH]n13)CCCC2	·	5	0
COc1ccc(CCN(C)C(=O)c2cc(-c3ccco3)nn2-c2ccc([N+](=O)[O-])cc2)cc1OC	-4	13	-8
CCCc1ncncc1C(=O)NCc1cccnc1N(C)C	-10	3	0
Cc1nc(NC(C)c2nncn2C)c2c(CC(C)C)csc2n1 (stereo not given)	·	4	-18
CS(=O)(=O)CCN1C(=O)C(c2ccccc2)N(Cc2ccccc2)C1=O (stereo not given)	·	0	-9
COc1ccc(/C=C2\C=C(c3ccccc3)N(c3ccc(Cl)cc3Cl)C2=O)cc1Br	-5	-1	-4
COCCN(Cc1ccc(OS(=O)(=O)c2cccc(C(F)(F)F)c2)cc1)C(=O)Nc1ccc(Cl)cc1	1	-8	14
O=C(/C=C/c1ccccc1)N(CCCN1CCOCC1)CC(=O)N(Cc1ccc2c(c1)OCO2)Cc1ccco1	-4	0	-2
CCS(=O)(=O)c1ccc2oc(-c3ccc(NC(=O)c4ccccc4F)cc3Cl)nc2c1	-4	20	-5
O=C1N(CCc2ccccc2)CCCC1(O)CNCc1ccc(Cl)cc1 (stereo not given)	-12	8	-6
Cc1cc(NC(=O)C(C)Sc2cnnc3ccccc23)no1 (stereo not given)	3	-5	0
CC(=O)OCC(=O)N1CCN(c2nccc(-c3ccc4c(c3)OCO4)n2)CC1	-3	-3	-1
COc1cccc(CN2CCCn3cccc3C2c2ccc(Cl)cc2)c1O (stereo not given)	-6	14	-8
O=C(O)CC(c1cccc(F)c1)c1cn(Cc2ccccc2)c2ccc([N+](=O)[O-])cc12 (stereo not given)	·	-1	4
Cc1cccc(CC2SC(=Nc3ccccn3)NC2=O)c1 (stereo not given)	1	-9	14
Cc1ccsc1CN(C)C(=O)CCc1nnc(CCC2CCCCC2)o1	·	-1	-5
Cc1cc(C)cc(OCC(=O)NNC(=O)c2cc3ccccc3oc2=O)c1	·	-3	-5
Cc1cc(CN2CCN([C@@H]3C[C@H]4C[C@@H](c5ccccc5)OC[C@@]4(C)C3)CC2)nn1C	-2	10	13
O=S(=O)(NCCOc1cc(N2CCCC2)ncn1)c1ccc(C(F)(F)F)cc1	·	1	-1
Cc1cc(C)c(Cn2ccnc2CN(C(=O)c2ccccc2F)C(C)C)c(C)c1	1	-11	3
Cc1ccc(-c2nc(C)sc2CC(=O)NC(C)C2CC2)cc1 (stereo not given)	·	0	-9
CC(C)(C)NN=Cc1cc(Br)c(O)c(Br)c1	75*	4	7
CSc1ccc(C(=O)C2CCCN(Cc3cc(=O)c4ccccc4[nH]3)C2)cc1 (stereo not given)	-15	6	-1
CCCS(=O)(=O)N1CCN(c2nc(-c3ccccc3)nc(C)c2Cc2ccc(C)cc2)CC1	-4	2	-1
